L3MBTL1 inh = qHTS Assay for the Inhibitors of L3MBTL1. Lethal(3)malignant brain tumor-like protein 1 (Homo sapiens), Q9Y468. AlphaScreen L3MBTL1–H3K9me1 peptide binding. Potency, µM (top dose mostly 57.1 µM), inactives show at the highest dose activity, negative = inhibition, usual class: inhibitors. hit rate 0.66% among 230,000. AID 485360, 2010; also: nearly all actives have a fitted effect of over 60% in size
Target sequence (Q9Y468 whole entry, looked up): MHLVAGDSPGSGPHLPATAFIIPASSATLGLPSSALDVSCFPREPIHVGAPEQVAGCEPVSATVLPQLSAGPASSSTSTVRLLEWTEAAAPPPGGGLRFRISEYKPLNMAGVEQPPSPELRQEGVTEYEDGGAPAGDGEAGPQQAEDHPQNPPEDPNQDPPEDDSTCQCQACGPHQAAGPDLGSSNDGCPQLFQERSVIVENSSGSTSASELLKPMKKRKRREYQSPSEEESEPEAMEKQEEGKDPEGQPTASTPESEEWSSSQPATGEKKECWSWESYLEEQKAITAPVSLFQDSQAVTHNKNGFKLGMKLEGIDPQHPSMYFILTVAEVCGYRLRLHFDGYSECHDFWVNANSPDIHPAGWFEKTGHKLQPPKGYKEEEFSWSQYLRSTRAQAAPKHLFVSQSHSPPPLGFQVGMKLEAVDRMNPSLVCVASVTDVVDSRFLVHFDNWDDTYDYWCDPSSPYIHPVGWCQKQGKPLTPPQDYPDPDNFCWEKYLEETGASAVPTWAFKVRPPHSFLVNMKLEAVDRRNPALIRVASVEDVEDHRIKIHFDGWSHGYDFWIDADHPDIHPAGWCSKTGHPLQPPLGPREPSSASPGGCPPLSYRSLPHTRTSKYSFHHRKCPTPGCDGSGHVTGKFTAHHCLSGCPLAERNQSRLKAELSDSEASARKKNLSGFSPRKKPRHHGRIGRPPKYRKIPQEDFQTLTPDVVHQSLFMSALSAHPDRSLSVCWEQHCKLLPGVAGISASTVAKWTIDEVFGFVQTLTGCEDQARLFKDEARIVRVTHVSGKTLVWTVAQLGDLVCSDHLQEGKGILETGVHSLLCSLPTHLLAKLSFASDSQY
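AlphaScreen proximity signal between nickel-chelate acceptor and streptavidin donor beads (final 10 ug/mL) reports binding of 50 nM L3MBTL1 to 75 nM biotin-H3 K9me1 peptide; complex incubated with compounds 30 min at room temperature; cefsulodin titration as control.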
Tau ThT inhib = qHTS for Inhibitors of Tau Fibril Formation, Thioflavin T Binding; Microtubule-associated protein tau (Homo sapiens), P10636; recombinant tau K18 P301L, heparin-induced fibrillization, ThT fluorescence; Potency, µM (highest dose often 57.4 µM), for the others: top-dose activity, negative = inhibition, usual class: inhibitors; hit rate 2.1% among 270,000; AID 1460, 2008; also: nearly all actives have a fitted effect of over 55% in size
Target sequence (P10636 561-689 P618L limits assumed): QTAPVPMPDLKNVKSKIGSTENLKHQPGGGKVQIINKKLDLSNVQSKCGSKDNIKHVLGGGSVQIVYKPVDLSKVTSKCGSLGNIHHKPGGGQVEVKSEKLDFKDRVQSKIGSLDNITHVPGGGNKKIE
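Heparin-induced fibrillization of the P301L-mutant K18 repeat-domain fragment of human tau was followed by ThT binding in quantitative high-throughput format.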
Tau fibril FP = qHTS for Inhibitors of Tau Fibril Formation, Fluorescence Polarization | Microtubule-associated protein tau (Homo sapiens), P10636 | K18 P301L tau heparin fibrillization, Alexa594 FP, 6 h | Potency, µM (doses to about 57.7 µM), without a hit: top-dose activity, negative = inhibition, usual class: inhibitors | hit rate 0.39% among 280,000; also: nearly all actives have a fitted effect of over 55% in size
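Human K18 P301L fragment (15 uM unlabeled plus 0.24 uM Alexa 594-labeled) in 100 mM sodium acetate pH 7 with compound, aggregation induced by 20 uM heparin for 6 hr at 37 C. ThT (30 uM) added for 1 hr, then Alexa 594 FP read.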
TexasRed fluor = Total Fluorescence Counterscreen for Inhibitors of the Interaction of Thyroid Hormone Receptor and Steroid Receptor Coregulator 2. hit rate 0.29% among 280,000. Potency, µM (series often up to 106 µM), for inactives: at the highest dose fluorescence change, negative = quenching. TRb/SRC2 Texas Red total fluorescence interference. AID 1479, 2009; active = well fitted curve in either direction with a large enough effect; inconclusive = small, poorly fitted or top-dose-only effect
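Flags fluorescent or light-absorbing compounds by total fluorescence, S + 2P, at 555 nm excitation and 632 nm emission. Mixture: 20 nM Texas Red SRC2 peptide, 0.6 uM human TRb LBD, 1 uM T3, 5% DMSO; compound exposure 5 h at ambient temperature.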
GLA spleen mod = qHTS Assay for Inhibitors and Activators of Human alpha-Galactosidase From Spleen Homogenate; Alpha-galactosidase A (Homo sapiens), P06280; human spleen homogenate, 4MU-alpha-Gal fluorescence, 40 min; Potency, µM (titrated, usually from 80 µM), inactives show at the top dose activity change, negative = inhibition, hits mostly inhibitors; hit rate 0.008% among 240,000;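 also: 0% = enzyme with vehicle and -100% = no enzyme basal signal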
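qHTS titration in buffer at pH 5.0. Alpha-galactosidase activity in spleen homogenate was measured via 4-methylumbelliferone release from 1 mM fluorogenic substrate after 40 min at 37C and a pH 10 stop. AC50 came from Hill fits of control-normalized data.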
TRb SRC2 PPI = qHTS for Inhibitors of the Interaction of Thyroid Hormone Receptor and Steroid Receptor Coregulator 2; hit rate 0.065% among 280,000; Potency, µM (series often up to 106 µM), for inactives: at the top dose activity change, negative = inhibition, most hits filed as inhibitors; AID 1469, 2008; Thyroid hormone receptor beta (Homo sapiens), P10828; TRbeta-SRC2 peptide binding, fluorescence polarization; receptor liganded with 1 µM T3;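 also: plate controls were bound peptide for no effect and peptide without receptor for full effect; nearly all actives have a fitted effect of over 50% in size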
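Each compound concentration gave % activity, normalized to unbound and bound Texas Red SRC2 controls, from polarization read after 5 hr ambient incubation with T3-loaded human TRb LBD.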
ALDH1A1 inh = qHTS Assay for Inhibitors of Aldehyde Dehydrogenase 1 (ALDH1A1); Aldehyde dehydrogenase 1A1 (Homo sapiens), P00352; Purified ALDH1A1, NADH fluorescence, propionaldehyde substrate; Potency, µM (top dose mostly 75.3 µM), without a hit: top-dose activity, negative = inhibition, actives largely listed as inhibitors; hit rate 7.3% among 220,000; AID 1030, 2008; active = well fitted inhibition curve with a large enough effect, not every such curve was filed as active; inconclusive = small, poorly fitted or top-dose-only effect, or another doubt; inactive = no such curve, though single readings can be large or run the other way;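 also: plate controls were no enzyme wells and a reference inhibitor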
Tau fluor cs = Counterscreen qHTS for Inhibitors of Tau Fibril Formation, Fluorescence Polarization. tau K18 P301L (four-repeat tau fragment) Alexa594 fluorescence, heparin fibrillization. Potency, µM (doses to about 57.7 µM), without a hit: top-dose activity change, negative = decrease. hit rate 0.93% among 280,000; also: nearly all actives have a fitted effect of over 55% in size
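Human K18 P301L tau (15 uM unlabeled plus 0.24 uM Alexa 594-labeled, final) in 100 mM sodium acetate pH 7 was mixed with compound and 20 uM heparin and incubated 6 hr at 37 C.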
Active calls of the source: *; & = joins results of further samples; [ ] = remark or other dose. Unless noted, calls follow the shape of the dose curve; as a rule, active = well fitted curve in the direction sought with a large enough effect; inconclusive = small, poorly fitted or top-dose-only effect, or another doubt; inactive = no such curve, though single readings can be large; an effect the other way counts as inactive or inconclusive. Unless noted, % is scaled to controls: 0 for no effect and ±100 for the full control effect; potency is read from the fitted curve at half-maximal effect. Not a hit list. About 8.5% of those tested had a hit in this group.

Screening Cc1cn2c(=O)cc(COc3ccc(C(C)(C)C)cc3)nc2s1 returned Tau ThT inhib inconclusive, Tau fibril FP -4%, TexasRed fluor -1%, TRb SRC2 PPI 0% and Tau fluor cs -8%.
`O=C(CCN1CCN(c2ccccc2)CC1)Nc1ccc(OCc2ccccc2)cc1` gave Tau ThT inhib inconclusive, Tau fibril FP -4%, TexasRed fluor 0%, GLA spleen mod -2%, TRb SRC2 PPI 7%, ALDH1A1 inh 14% and Tau fluor cs -15%.
CCC12C=C(/C=C/c3ccccc3)C(CC)(C1)C(c1ccccc1)CC2=O (stereo unspecified) was read as Tau ThT inhib -2%[11.5 µM], Tau fibril FP 1%[11.6 µM], TexasRed fluor -4%[11.2 µM], GLA spleen mod -1%[17.5 µM], TRb SRC2 PPI 4%[11.2 µM], ALDH1A1 inh 11%[13.5 µM] and Tau fluor cs -4%[11.6 µM].
CCCOC(=O)C1[C@H]2C(=O)N(C(C)c3ccc(OC)cc3)C[C@]23C=C[C@H]1O3 (stereo partly specified) was read as L3MBTL1 inh 0%, Tau ThT inhib -6%, Tau fibril FP -1%, TexasRed fluor -5%, GLA spleen mod -6%, TRb SRC2 PPI -1%, ALDH1A1 inh 9% and Tau fluor cs -2%.
`CC(C(=O)Nc1ccccc1-c1ccccc1)N1CCOCC1` (stereo unspecified) gave L3MBTL1 inh -17%, Tau ThT inhib 0%, Tau fibril FP 8%, TexasRed fluor -2%, GLA spleen mod -2%, TRb SRC2 PPI -8%, ALDH1A1 inh -4% and Tau fluor cs 8%.
COc1ccc(CNC(=O)C2=Cc3cccc(OC)c3OC2)cc1OC was read as Tau ThT inhib -1%, Tau fibril FP -1%, TexasRed fluor -5%, TRb SRC2 PPI 12% and Tau fluor cs -3%.
COCCn1c(-c2ccc(OC)c(OC)c2)nc2ccccc21 was read as L3MBTL1 inh -3%, Tau ThT inhib -6%, Tau fibril FP -6%, TexasRed fluor -4%, GLA spleen mod -4%, TRb SRC2 PPI -10%, ALDH1A1 inh -8% and Tau fluor cs 0%.
For COCCNC(=S)NC1CC2CCCC(C1)N2Cc1cccs1 (stereo unspecified) the results were L3MBTL1 inh 0%, Tau ThT inhib -5%, Tau fibril FP -1%, TexasRed fluor -2%, GLA spleen mod 2%, TRb SRC2 PPI -18%, ALDH1A1 inh 16% and Tau fluor cs 1%.
Screening COc1ccc(/C=C/C(=O)Nc2cc(C(F)(F)F)ccc2Cl)cc1 returned L3MBTL1 inh -2%, Tau ThT inhib -15%, Tau fibril FP -13%, TexasRed fluor -3%, GLA spleen mod -2%, TRb SRC2 PPI -19%, ALDH1A1 inh 10% and Tau fluor cs -20%.
For Cc1c(C(=O)NN2CCOCC2)nn(-c2ccc(Cl)cc2Cl)c1-c1ccc(I)cc1 the results were Tau ThT inhib inconclusive, Tau fibril FP -13%, TexasRed fluor -7%&-1%, GLA spleen mod -8%&7%, TRb SRC2 PPI 4%&-1%, ALDH1A1 inh 3% and Tau fluor cs -17%.
Screening COc1cccc(-n2c(SC)nnc2-c2c[nH]c3ccccc23)c1 returned L3MBTL1 inh -1%, Tau ThT inhib -9%, Tau fibril FP 6%, TexasRed fluor 1%, GLA spleen mod 2%, TRb SRC2 PPI 1%, ALDH1A1 inh 1% and Tau fluor cs -15%.
`COc1ccc(Br)cc1CNC(=O)C1COc2ccccc2C1` (stereo unspecified) gave Tau ThT inhib -2%, Tau fibril FP -2%, TexasRed fluor 2%, TRb SRC2 PPI 0% and Tau fluor cs -12%.
Screening Cc1ccc(CNC(=O)CN2C(=O)C3CCCCN3c3ccc(C(=O)N(C)C)cc32)cc1 (stereo unspecified) returned Tau ThT inhib 17%, Tau fibril FP 3%, TexasRed fluor 1%, TRb SRC2 PPI 8% and Tau fluor cs 14%.
Screening COc1ccc([N+](=O)[O-])cc1NC(=O)CS(=O)(=O)c1ccc(C)cc1 returned L3MBTL1 inh 3%, Tau ThT inhib -2%, Tau fibril FP 0%, TexasRed fluor -3%, GLA spleen mod 3%, TRb SRC2 PPI -1%, ALDH1A1 inh -14% and Tau fluor cs -8%.
`Cc1nn(C(=O)N2CCCCC2)c(C)c1CN1C(=O)c2ccccc2C1=O` gave L3MBTL1 inh 8%, Tau ThT inhib -5%, Tau fibril FP 0%, TexasRed fluor -3%, GLA spleen mod -1%, TRb SRC2 PPI -10%, ALDH1A1 inh 3% and Tau fluor cs -3%.
Screening COc1ccc(CNC(=O)COC(=O)c2ccccc2OCC(=O)Nc2ccc(SC(F)F)cc2)cc1 returned Tau fibril FP 1%, TexasRed fluor -2%, GLA spleen mod -3%, TRb SRC2 PPI -5% and Tau fluor cs 0%.
O=C(c1cccc(F)c1)n1nnc2ccccc21 was read as Tau ThT inhib -5%, Tau fibril FP -1%, TexasRed fluor -4%, GLA spleen mod -9%, TRb SRC2 PPI -2%, ALDH1A1 inh 5% and Tau fluor cs 7%.
Screening COc1cc(NC(=O)C2CCCC2)c(OC)cc1Cl returned L3MBTL1 inh 6%, Tau ThT inhib -4%, Tau fibril FP -1%, TexasRed fluor 0%, GLA spleen mod -3%, TRb SRC2 PPI 12%, ALDH1A1 inh -1% and Tau fluor cs -1%.
For Cc1ccsc1/C=C1/SC(N2CC(C)OC(C)C2)=NC1=O (stereo unspecified) the results were L3MBTL1 inh -2%, Tau ThT inhib inconclusive, Tau fibril FP -2%, TexasRed fluor -2%, GLA spleen mod 6%, TRb SRC2 PPI -9%, ALDH1A1 inh 11µM* and Tau fluor cs -7%.
For Cc1ccc(N(C)C(=O)Cn2cc(S(=O)(=O)N3CCCC3)c(S(=O)(=O)N3CCCC3)c2)cc1 the results were Tau ThT inhib 0%, Tau fibril FP 0%, TexasRed fluor -14%, TRb SRC2 PPI 4% and Tau fluor cs -1%.
Screening COc1cc2oc(-c3ccc(O)cc3)cc(=O)c2c(O)c1OC returned Tau ThT inhib inconclusive, Tau fibril FP -3%, TexasRed fluor -4%, GLA spleen mod 5%, TRb SRC2 PPI 3% and Tau fluor cs inconclusive.
For COc1cc(/C=N/N=C2/SCC(=O)N2c2ccc(O)cc2)ccc1O the results were Tau ThT inhib -9%, Tau fibril FP 2%, TexasRed fluor -3%, GLA spleen mod 9%, TRb SRC2 PPI 7%, ALDH1A1 inh -6% and Tau fluor cs -6%.
`Cc1ccc2cc(CN(CCN(C)C)C(=O)Nc3ccc(Cl)cc3)c(=O)[nH]c2c1` gave L3MBTL1 inh -10%, Tau ThT inhib inconclusive, Tau fibril FP -20%, TexasRed fluor -2%, GLA spleen mod -11%, TRb SRC2 PPI 0%, ALDH1A1 inh -1% and Tau fluor cs -32%.
For CC1CC(C)CN(c2ccc([N+](=O)[O-])nc2)C1 (stereo unspecified) the results were Tau ThT inhib inconclusive, Tau fibril FP -1%, TexasRed fluor 3%, GLA spleen mod 1%, TRb SRC2 PPI -1%, ALDH1A1 inh 3% and Tau fluor cs -4%.
`CC(O)c1nc2ccccc2n1Cc1ccc([N+](=O)[O-])cc1` (stereo unspecified) gave L3MBTL1 inh 3%, Tau ThT inhib 0%, Tau fibril FP -10%, TexasRed fluor -4%, GLA spleen mod -5%, TRb SRC2 PPI -3%, ALDH1A1 inh 13% and Tau fluor cs 3%.
CCN1CCCc2cc(CN(CCN3CCOCC3)C(=S)Nc3ccc(OC)cc3)ccc21 was read as Tau ThT inhib -10%, Tau fibril FP 0%, TexasRed fluor -2%, GLA spleen mod -2%, TRb SRC2 PPI -4%, ALDH1A1 inh inconclusive and Tau fluor cs -22%.
`CCn1c(-c2cccnc2Cl)nc2ccccc21` gave L3MBTL1 inh 11%, Tau ThT inhib -1%, Tau fibril FP 2%, TexasRed fluor -1%, GLA spleen mod 1%, TRb SRC2 PPI 5%, ALDH1A1 inh 8% and Tau fluor cs 4%.
CCOc1ccccc1CN1C(=O)NC(C)(c2ccccc2)C1=O (stereo unspecified) was read as L3MBTL1 inh -2%, Tau ThT inhib 2%, Tau fibril FP 5%, TexasRed fluor -1%, GLA spleen mod 0%, TRb SRC2 PPI 9%, ALDH1A1 inh inconclusive and Tau fluor cs 5%.
`CCN(CC)c1ccc(NC(=O)COC(=O)c2ccc3ccccc3n2)cc1` gave Tau ThT inhib inconclusive, Tau fibril FP 13%, TexasRed fluor -7%, GLA spleen mod -3%, TRb SRC2 PPI -1%, ALDH1A1 inh -11% and Tau fluor cs inconclusive.
For COc1cc(NC(=O)c2ccccc2)c(OC)cc1NC(=O)CN1CCOCC1 the results were L3MBTL1 inh -8%, Tau ThT inhib inconclusive, Tau fibril FP 3%, TexasRed fluor -2%, GLA spleen mod -10%, TRb SRC2 PPI -4%, ALDH1A1 inh 1% and Tau fluor cs -17%.

Sorted by SMILES length (largest number first): some entries from above
CCN1CCCc2cc(CN(CCN3CCOCC3)C(=S)Nc3ccc(OC)cc3)ccc21 was read as Tau ThT inhib -10%, Tau fibril FP 0%, TexasRed fluor -2%, GLA spleen mod -2%, TRb SRC2 PPI -4%, ALDH1A1 inh inconclusive and Tau fluor cs -22%.
`O=C(CCN1CCN(c2ccccc2)CC1)Nc1ccc(OCc2ccccc2)cc1` gave Tau ThT inhib inconclusive, Tau fibril FP -4%, TexasRed fluor 0%, GLA spleen mod -2%, TRb SRC2 PPI 7%, ALDH1A1 inh 14% and Tau fluor cs -15%.
COc1ccc(CNC(=O)C2=Cc3cccc(OC)c3OC2)cc1OC was read as Tau ThT inhib -1%, Tau fibril FP -1%, TexasRed fluor -5%, TRb SRC2 PPI 12% and Tau fluor cs -3%.

Source: PubChem
